APJ ag = agonists of human apelin receptor APJ, primary screen, CHO-K1 cells, PathHunter beta-arrestin, luminescence. 0% DMSO wells, 100% apelin. actives 0.11% (n = 330,000). AID 2520, 2010. activation, % at 20 µM;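 active means activation more than six SD over the plate average, tested at 20 µM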;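 further: 0% = DMSO alone and 100% = apelin-13 at 10 nM; some results filed as inactive read as strong as hits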
Target sequence (P35414 whole entry, looked up): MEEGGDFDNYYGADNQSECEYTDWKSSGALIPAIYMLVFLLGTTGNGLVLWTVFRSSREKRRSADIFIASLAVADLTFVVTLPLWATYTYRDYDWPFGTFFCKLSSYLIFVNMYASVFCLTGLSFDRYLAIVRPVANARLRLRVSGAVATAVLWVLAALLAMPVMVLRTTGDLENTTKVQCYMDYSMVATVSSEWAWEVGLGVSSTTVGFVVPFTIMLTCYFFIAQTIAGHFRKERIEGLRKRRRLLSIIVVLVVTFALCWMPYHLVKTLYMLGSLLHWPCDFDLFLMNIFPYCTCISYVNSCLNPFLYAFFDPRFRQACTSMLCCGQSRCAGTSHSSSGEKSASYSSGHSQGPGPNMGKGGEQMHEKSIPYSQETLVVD
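Assay system: CHO-K1 APJ beta-arrestin complementation cell line / Compound: single test compound dose, 20 µM final, 1% DMSO / Times: overnight seeding, 90 min compound at 25 °C, 1 h detection / Technique: beta-gal luminescence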
NALP3 yeast inh = NALP3 inflammasome inhibitors in reconstituted yeast, primary screen, luminescence, uHTS. AID 2825, 2010. Yeast reconstituted NLRP3/ASC/caspase-1, beta-gal luminescence, 24 h. actives 0.39% (n = 330,000). inhibition, % at 10 µM;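 active means inhibition of 50% or more; inactive means inhibition below 50%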;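 further: plate controls were induced DMSO wells for no effect and uninduced yeast grown without galactose for full effect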
Mdm2-MdmX inh = inhibitors of human Mdm2-MdmX association, primary screen, cell-based, luminescence, split luciferase, SaOS-2, uHTS; Protein Mdm4 (Homo sapiens) + E3 ubiquitin-protein ligase Mdm2 (Homo sapiens), …; actives 3% (n = 330,000); inhibition, % at 8 µM; SaOS-2 split-luciferase Mdm2/MdmX complementation;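 active means inhibition of at least 50% at 8 µM in the primary screen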
TIM10 inh = growth inhibitors of isogenic TIM10 control yeast, primary screen, counter-screen for tim10-1 yeast inhibitor project, luminescence, uHTS | inhibition, % at 10 µM | AID 463195, 2010 | S. cerevisiae TIM10 strain growth, BacTiter-Glo luminescence, 24 h | actives 1.4% (n = 330,000);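 active means inhibition of 40% or more at the single tested concentration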;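 further: wild-type TIM10 isogenic control strain grown at permissive 25 °C; 0% = DMSO yeast wells and 100% = minimal medium wells without yeast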
XBP1 UPR activ = activators of adaptive XBP1 UPR arm, primary screen, cell-based, CHO-XBP1 luciferase reporter, luminescence, uHTS; IRE1-XBP1 UPR activation; percent of tunicamycin response, DMSO as zero; activation, % at 20 µM; actives 0.33% (n = 330,000); AID 463104, 2010;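 active means versus positive control, 20 µM dose yields 30% or more activation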;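 further: 100% = tunicamycin at 10 µg/mL and 0% = DMSO only wells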
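Material: IRE1-XBP1 luciferase reporter CHO line / Quantity: one thousand reporter cells per well / Buffer or medium: F12 with 10% serum / Compound: 20 µM single concentration, DMSO 1% / Times: 6 h treatment, 37 °C / Detection: Steady-Glo luciferase glow luminescence, 10 min after reagent addition / Benchmarks: tunicamycin high, DMSO low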
GRIN3A LBD mod = binders of NR3A ligand-binding domain, primary screen, biophysical, differential scanning fluorimetry, uHTS; Glutamate receptor ionotropic, NMDA 3A (GRIN3A) ligand-binding domain; NR3A LBD differential scanning fluorimetry, Tm shift; 0% = protein alone, 100% = glycine-bound protein; Tm shift relative to glycine control, % at 25 µM; actives 2.5% (n = 340,000); AID 1259313, 2017;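 active means melting temperature shift of at least 10% of the positive control shift, at one fixed dose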
CHOP UPR activ = activators of apoptotic CHOP UPR arm, primary screen, cell-based, CHO-CHOP luciferase reporter, luminescence, uHTS. UPR activation; percent of tunicamycin response over DMSO baseline. activation, % at 10 µM. actives 0.34% (n = 330,000);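 active means at 10 µM dose, activation of 40% or more, normalized to positive control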;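 further: 100% = tunicamycin at 10 µg/mL and 0% = DMSO alone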
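Test system: CHO-CHOP cells, stable luciferase reporter of PERK-eIF2a-CHOP signalling | Quantity: 500 CHO-CHOP cells per well | Buffer or medium: F12 plus 10% serum | Compound dosing: 10 µM single point, 0.5% DMSO | Schedule: 6 h compound treatment, 37 °C | Signal: Luciferase luminescence | Control set: Tunicamycin high control, DMSO low control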
tim23-1 inh = growth inhibitors of tim23-1 mutant yeast, primary screen, luminescence, uHTS; S. cerevisiae tim23-1 growth, BacTiter-Glo luminescence, 24 h; inhibition, % at 20 µM; actives 1.3% (n = 330,000);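 active means growth inhibition of the mutant yeast at or above 50%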;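 further: temperature-sensitive mutant grown at 25 °C; plate controls were DMSO-treated mutant yeast for no effect and medium wells lacking yeast for full effect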
tim10-1 inh = growth inhibitors of tim10-1 mutant yeast, primary screen, luminescence, uHTS; S. cerevisiae tim10-1 ts strain growth, BacTiter-Glo, 24 h; actives 2.2% (n = 330,000); AID 463190, 2010; inhibition, % at 20 µM;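 active means inhibition of at least 40%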;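 further: mutant grown at 25 °C; 0% = DMSO wells with yeast and 100% = wells holding no yeast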
Active calls of the source: *.

nr	SMILES	APJ ag	NALP3 yeast inh	Mdm2-MdmX inh	TIM10 inh	XBP1 UPR activ	GRIN3A LBD mod	CHOP UPR activ	tim23-1 inh	tim10-1 inh
1	COc1cc(NC(=O)CSc2nc3[nH]c(=O)cc(O)c3s2)cc(OC)c1OC	-4	-13	0	-2	-1	-4	3.3	-8	-5
2	NC(=O)N/N=C1\CCS(=O)(=O)c2ccc(F)cc21	1	4	20	-3	-2	0	0.5	-1	-1
3	CC(=O)Nc1ccc(S(=O)(=O)NNc2ccc([N+](=O)[O-])cc2)cc1	4	9	-1	-9	0	2	1.1	27	17
4	CCOc1cccc(NC(=O)c2ccc(S(=O)(=O)N(C)C)cc2)c1	-1	18	-3	-9	0	-1	0.2	9	9
5	O=S(=O)(c1ccc(NC(=S)NN=C2CCCCC2)cc1)N1CCOCC1	1	15	4	10	1	-3	-1.0	10	19
6	O=C(Cc1ccc(Cl)cc1)NCC(=O)N1CCCCCC1	-2	13	-30	-4	4	-1	8.2	6	-15
7	COc1ccc(C2(NC(C)=O)CCN(C(=O)c3ccco3)CC2)cc1	-1	0	-17	-4	-2	1	-1.3	16	8
8	CCCCCCc1cc2cc(-c3nnc(-c4ccccc4OC)o3)c(=O)oc2cc1O	-2	4	18	8	7	24*	2.3	19	37
9	COc1ccccc1CNc1cc(-c2ccccc2)ccc1OC	1	24	-6	-7	1	-1	-0.6	13	9
10	Cc1ccc(NC(=O)COC(=O)CNC(=O)c2ccc(Cl)cc2Cl)cc1S(=O)(=O)N1CCOCC1	0	5	5	1	-3	0	-0.5	-1	7
11	O=C(CN1C(=O)C2C3C=CC(C3)C2C1=O)NCCC1=CCCCC1 (centres undefined)	0	-2	16	2	-1	0	3.7	7	2
12	CCOC(=O)C1=C(c2ccccc2)OC(N)=C(C#N)C1c1ccc(Br)s1 (centres undefined)	-4	-4	12	23	-2	-5	1.6	8	22
13	O=S1(=O)CCOC[C@H](CC2CCCCC2)N1Cc1cccc(F)c1	-1	12	15	13	1	1	-0.3	30	20
14	CCc1ccccc1NS(=O)(=O)c1cc2c(cc1C)n(C)c(=O)c(=O)n2C	-3	15	23	4	-3	0	-1.8	13	0
15	O=C(CN(CC1CCCO1)C(=O)CNS(=O)(=O)c1ccc(Cl)cc1)NCC1CCCO1 (centres undefined)	-1	17	15	-5	0	-1	0.2	6	-5

Down the list, from the results shown.
Mdm2-MdmX inh, entries 1 to 11 → 0, 20, -1, -3, 4, -30, -17, 18, -6, 5, 16
tim10-1 inh, entries 1 to 11 → -5, -1, 17, 9, 19, -15, 8, 37, 9, 7, 2

Back to the main list, starting 6 compounds before the break.
nr	SMILES	APJ ag	NALP3 yeast inh	Mdm2-MdmX inh	TIM10 inh	XBP1 UPR activ	GRIN3A LBD mod	CHOP UPR activ	tim23-1 inh	tim10-1 inh
10	Cc1ccc(NC(=O)COC(=O)CNC(=O)c2ccc(Cl)cc2Cl)cc1S(=O)(=O)N1CCOCC1	0	5	5	1	-3	0	-0.5	-1	7
11	O=C(CN1C(=O)C2C3C=CC(C3)C2C1=O)NCCC1=CCCCC1 (centres undefined)	0	-2	16	2	-1	0	3.7	7	2
12	CCOC(=O)C1=C(c2ccccc2)OC(N)=C(C#N)C1c1ccc(Br)s1 (centres undefined)	-4	-4	12	23	-2	-5	1.6	8	22
13	O=S1(=O)CCOC[C@H](CC2CCCCC2)N1Cc1cccc(F)c1	-1	12	15	13	1	1	-0.3	30	20
14	CCc1ccccc1NS(=O)(=O)c1cc2c(cc1C)n(C)c(=O)c(=O)n2C	-3	15	23	4	-3	0	-1.8	13	0
15	O=C(CN(CC1CCCO1)C(=O)CNS(=O)(=O)c1ccc(Cl)cc1)NCC1CCCO1 (centres undefined)	-1	17	15	-5	0	-1	0.2	6	-5
16	CC(/C=N\NC(=O)Cn1cncn1)=C/c1ccc(C(C)C)cc1	5	8	13	12	0	10	2.0	10	19
17	CC(C)NC(=O)COC(=O)c1ccc(S(=O)(=O)N2CCCC2)cc1	-1	14	26	7	0	0	-2.3	-1	-5
18	CCOC(=O)c1sc2nc3n(c(=O)c2c1C)CCC3	-3	12	5	-3	1	0	0.7	5	15
19	CN(Cc1c(F)cccc1Cl)C(=O)C1CC(=O)N(CCc2ccccc2)C1 (centres undefined)	-1	6	11	1	-2	1	-1.5	20	22
20	CSCCC(N=C(NS(=O)(=O)c1ccccc1)c1ccccc1)C(=O)O (centres undefined)	-2	3	-38	-2	-1	0	-0.8	20	0
21	C=CCNC(=O)CN1c2cccc3cccc(c23)S1(=O)=O	2	-3	-10	-5	0	0	1.0	14	19
22	COc1ccc(C(C)NC(=O)c2ccc(Br)cc2)cc1OC (centres undefined)	1	-8	7	-13	1	-7	1.9	-10	-2
23	CCC(C)c1ccc(NC(=O)C2CCN(c3ccc(C(F)(F)F)cn3)CC2)cc1 (centres undefined)	-2	-2	25	7	6	-1	0.4	15	7
24	COc1cccc(CNS(=O)(=O)c2c(C)[nH]c(C)c2C(=O)N2CCCCC2)c1	-4	8	3	5	-3	-3	-2.4	4	-12
25	COc1ccc(C(=O)COC(=O)CCNS(=O)(=O)c2ccccc2)c(OC)c1	2	9	15	7	-4	-1	1.7	20	23
26	COc1ccccc1C(=O)OCC(=O)NC(=O)NC1CCCCC1	-4	26	-1	4	-3	1	0.9	15	13
27	Cc1cc(F)ccc1S(=O)(=O)Nc1ccccc1C(=O)Nc1ccccc1-c1nc2ccccc2[nH]1	8	6	96*	19	-5	18*	13	25	12
28	Cc1oc(-c2ccc(Cl)cc2)cc1-c1nn2c(-c3ccoc3C)nnc2s1	-4	8	-17	-6	-1	2	0.2	-17	30
29	N#Cc1ccc(NC(=O)Cn2cnc(S(=O)(=O)N3CCOCC3)c2)cc1	-6	8	-4	12	-1	-1	-1.6	9	-8
30	COCc1[nH][nH]c(=O)c1C=Nc1ccccc1	-3	6	10	5	0	-1	-0.5	10	8

Ordered by value in NALP3 yeast inh (high to low): six of the compounds above.
nr	SMILES	NALP3 yeast inh	Mdm2-MdmX inh	XBP1 UPR activ	GRIN3A LBD mod
26	COc1ccccc1C(=O)OCC(=O)NC(=O)NC1CCCCC1	26	-1	-3	1
18	CCOC(=O)c1sc2nc3n(c(=O)c2c1C)CCC3	12	5	1	0
30	COCc1[nH][nH]c(=O)c1C=Nc1ccccc1	6	10	0	-1
23	CCC(C)c1ccc(NC(=O)C2CCN(c3ccc(C(F)(F)F)cn3)CC2)cc1 (centres undefined)	-2	25	6	-1
21	C=CCNC(=O)CN1c2cccc3cccc(c23)S1(=O)=O	-3	-10	0	0
22	COc1ccc(C(C)NC(=O)c2ccc(Br)cc2)cc1OC (centres undefined)	-8	7	1	-7

Next section:
nr	SMILES	APJ ag	NALP3 yeast inh	Mdm2-MdmX inh	TIM10 inh	XBP1 UPR activ	GRIN3A LBD mod	CHOP UPR activ	tim23-1 inh	tim10-1 inh
31	COc1ccc(C(C(=O)NC2CCCCC2)N(Cc2ccco2)C(=O)c2ccccn2)c(OC)c1 (centres undefined)	-2	19	9	14	1	0	-0.1	24	13
32	O=S(=O)(c1ccccc1)c1ccccc1/C=N\O	-6	6	19	-14	-4	2	-0.7	1	-16
33	CC(OC(=O)C1CC(=O)N(Cc2ccco2)C1)C(=O)Nc1ccccc1[N+](=O)[O-] (centres undefined)	-1	15	15	1	-1	2	-0.2	-8	-7
34	Cc1cc(C)c2c(N=NN3CCCCC3)[nH]nc2n1	-3	10	14	23	-1	-1	2.1	43	36
35	O=C(NNc1cc(C(F)(F)F)nc2ccccc12)Nc1cccc(Cl)c1	4	1	25	15	-2	9	1.1	17	11
36	CCN(C(=O)COc1cccc2cccnc12)C1CCS(=O)(=O)C1 (centres undefined)	0	20	27	-11	7	-1	-0.5	-15	-1
37	C/C(=N\Nc1nc(N2CCCCCC2)nc(N2CCCCCC2)n1)c1ccccc1	-2	19	1	40	2	1	1.4	36	40*
38	NS(=O)(=O)c1ccc(N/N=C/c2cn(-c3ccccc3)nc2-c2ccccc2)c([N+](=O)[O-])c1	-3	34	84*	16	78*	7	104*	-5	15
39	O=C(CS(=O)CC(=O)N(c1ccccc1)C(C(=O)NC1CCCCC1)c1ccco1)Nc1ccc(F)cc1 (centres undefined)	-3	1	6	-9	1	-3	0.3	-14	12
40	Cc1ccc(NC(=O)COc2ccc(N3CC(C(N)=O)CC3=O)cc2)c(C)c1 (centres undefined)	-1	23	29	-10	2	0	1.4	3	3
41	C1CCN=C(Nc2nn[nH]n2)CC1	-8	18	7	-1	-1	-1	-1.0	15	-2
42	CC(=O)c1cn(C2OC(CO)C3OC(C)(C)OC32)c(=O)n(C)c1=O (centres undefined)	2	14	-5	11	1	1	-0.6	14	-1
43	COC(=O)COc1cccc2c(=O)n(CC(=O)NCCc3ccccc3)ccc12	1	10	10	-2	-1	2	0.7	20	4
44	CCOC(=O)C(=O)Nc1nnc(SCc2ccc(F)cc2)s1	-1	3	16	13	-1	22*	6.5	17	14
45	O=C(CNS(=O)(=O)c1cccc(C(F)(F)F)c1)NC1CCCCCC1	-1	20	11	2	-2	0	-1.6	4	11
46	CC1C(=O)OC(c2ccc(Cl)cc2)C(C)(C)C1=O (centres undefined)	-3	-5	-7	-6	-1	1	-2.1	8	13
47	Cc1ccc(NC(=O)/C(=C\c2ccc([N+](=O)[O-])cc2)NC(=O)c2ccccc2)cc1	-15	11	27	9	0	-2	3.2	2	0
48	CCCCN(C(=O)C1CCCO1)c1c(N)n(CC(C)C)c(=O)[nH]c1=O (centres undefined)	-6	21	8	2	-3	1	-0.8	-7	5
49	COc1ccccc1Cn1c(CO)nc2ccccc21	-6	-2	-2	4	-1	-1	-0.2	7	16
50	O=c1c2[nH]c3ccccc3c2ncn1CCN1CCCCC1	7	-5	-16	-9	-2	0	0.4	7	-2
51	Cc1ccc(NC(=O)Cc2ccc([N+](=O)[O-])cc2)c(Br)c1	2	8	20	-2	-1	-2	1.0	-15	-4
52	CC1(C)CC(=O)C2=C(C1)OC(N)=C(C#N)C2c1cn(-c2ccccc2)nc1-c1ccc(F)cc1 (centres undefined)	-1	7	28	27	-1	5	1.0	8	18
53	CCOC(=O)c1ccccc1NC(=O)C=C(C)C	-3	16	10	-2	-1	-3	-3.1	14	5

Screens as filed in PubChem BioAssay.
